Screening data (PubChem BioAssay)
Bim-Bcl-W = human Bim-Bcl-W interaction inhibition | bead-based flow cytometry, Bim peptide-Bcl-W binding | inhibition, % at 10 µM | 190,000 compounds, 0.02% hits | AID 952;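 also: 0% = bound tracer without compound and 100% = peptide blocker; higher means less fluorescent Bim peptide bound to Bcl-W beads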
Target sequence (Q92843 whole entry, looked up): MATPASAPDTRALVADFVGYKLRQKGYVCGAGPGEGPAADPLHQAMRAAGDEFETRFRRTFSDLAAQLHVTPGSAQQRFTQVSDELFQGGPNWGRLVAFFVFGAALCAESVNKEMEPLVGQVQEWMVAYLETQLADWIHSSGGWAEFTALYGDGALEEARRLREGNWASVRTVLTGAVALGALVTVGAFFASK
Bim-Bfl-1 = inhibitors of Bim-Bfl-1 interaction, human; Q16548; Bead-based flow cytometry, Bim-Bfl-1 binding inhibition; inhibition, % at 10 µM; 190,000 compounds, 0.12% hits; AID 1008;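 also: 0% = wells without compound plus tracer and 100% = blocker peptide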
Bim-Mcl-1 = human Bim-Mcl-1 interaction inhibition; AID 1009; Q07820; inhibition, % at 10 µM; 190,000 compounds, 0.1% hits; Bead-based flow cytometry, Bim peptide-Mcl-1 binding;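 also: 0% = no compound tracer wells and 100% = peptide blocker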
RGS7-Gao reg = human RGS7-Galphao interaction regulation; Multiplexed bead flow cytometry, RGS7-Galphao binding; actives lie on both sides; 220,000 compounds, 0.35% hits; binding response (% of control), % at 10 µM; P09471; in the data active = binding response below about 49% or above about 150%; inconclusive = no clear call, values can overlap the other calls; inactive = in between;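 also: fluorescent Galphao held in activated GDP-AlF4 state binding bead-coupled RGS7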
Bcl-XL Bim block = human Bim-Bcl-XL interaction inhibition; Q07817; Bim peptide-Bcl-XL binding, bead flow cytometry, fluorescence; inhibition, % at 10 µM; 190,000 compounds, 0.04% hits; AID 1007
RGS8-Gao = human RGS8-Galphao interaction regulation. multiplexed bead flow cytometry, RGS8-Galphao binding; actives lie on both sides. response (percent of control binding), % at 10 µM. 220,000 compounds, 0.34% hits. AID 1423; in the data active = response below about 60% or above about 140%; inactive = in between;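 also: Galphao activated as the GDP aluminium fluoride complex binding bead-coupled RGS8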
ABCB1 block = inhibitors of human ABCB1 transporter, ABCG2 counter-screen | 190,000 compounds, 0.067% hits | CCRF-Adr cells, JC-1 efflux, flow cytometry | inhibition, % at 6.6 µM | AID 1326; in the data active = inhibition above about 40%;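 also: 0% = vehicle and 100% = reference inhibitor; higher value means more JC-1 retained so stronger ABCB1 efflux block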
Bcl-2 Bim block = human Bim-Bcl-2 interaction inhibition; P10415; Bead-based flow cytometry, Bim peptide-Bcl-2 binding; inhibition, % at 10 µM; 190,000 compounds, 0.06% hits; in the data active = inhibition above about 40%; inconclusive = no clear call, values can overlap the other calls;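 also: 0% = no compound wells with probe peptide and 100% = reference peptide inhibitor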
ABCG2 inh = human ABCG2 inhibition, ABCB1 as counter-screen; Q9UNQ0; IgMXP3 cells, JC-1 efflux, flow cytometry; inhibition, % at 6.6 µM; 190,000 compounds, 0.1% hits; AID 1325;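 active = inhibition above 80%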;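 also: 0% = DMSO and 100% = nicardipine control wells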
Target sequence (Q9UNQ0 whole entry, looked up): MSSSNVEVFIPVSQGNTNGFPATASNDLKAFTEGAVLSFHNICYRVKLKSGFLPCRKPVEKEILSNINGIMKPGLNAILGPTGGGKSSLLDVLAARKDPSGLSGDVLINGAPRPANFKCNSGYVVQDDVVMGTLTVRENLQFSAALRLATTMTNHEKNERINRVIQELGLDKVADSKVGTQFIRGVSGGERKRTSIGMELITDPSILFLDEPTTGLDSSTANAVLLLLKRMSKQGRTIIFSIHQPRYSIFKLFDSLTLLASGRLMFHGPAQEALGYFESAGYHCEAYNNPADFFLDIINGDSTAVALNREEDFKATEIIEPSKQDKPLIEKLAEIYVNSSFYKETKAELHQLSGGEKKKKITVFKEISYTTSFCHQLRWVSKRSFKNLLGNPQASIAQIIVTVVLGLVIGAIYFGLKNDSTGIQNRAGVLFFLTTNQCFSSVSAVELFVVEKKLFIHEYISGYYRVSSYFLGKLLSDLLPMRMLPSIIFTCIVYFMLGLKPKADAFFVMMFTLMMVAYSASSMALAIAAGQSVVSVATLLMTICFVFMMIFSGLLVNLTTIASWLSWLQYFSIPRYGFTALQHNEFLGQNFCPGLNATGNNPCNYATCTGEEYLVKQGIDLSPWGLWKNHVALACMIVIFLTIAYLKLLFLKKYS
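test system = two drug-resistant human cell lines, ABCG2 and ABCB1 | amount = 3 million cells/mL final, two lines in 1:1 ratio | reagent = JC-1 transporter substrate | doses = one concentration, 6.6 µM final | incubation = 10 min at 25 °C | signal = flow cytometric JC-1 green MFI at 530 nm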
RGS4-Gao reg = human RGS4-Galphao interaction regulation; P09471; Multiplexed bead flow cytometry, RGS4-Galphao binding; actives lie on both sides; binding response (% of control), % at 10 µM; 220,000 compounds, 0.33% hits; in the data active = binding response below about 49% or above about 150%; inactive = in between;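 also: fluorescent Galphao activated with aluminum fluoride binding bead-coupled RGS4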
Bim-Bcl-B = human Bim-Bcl-B interaction inhibition. bead-based flow cytometry, Bim peptide-Bcl-B binding. 190,000 compounds, 0.073% hits. Q9HD36. inhibition, % at 10 µM;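 also: 0% = tracer peptide without compound and 100% = reference inhibitor peptide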
Target sequence (Q9HD36 whole entry, looked up): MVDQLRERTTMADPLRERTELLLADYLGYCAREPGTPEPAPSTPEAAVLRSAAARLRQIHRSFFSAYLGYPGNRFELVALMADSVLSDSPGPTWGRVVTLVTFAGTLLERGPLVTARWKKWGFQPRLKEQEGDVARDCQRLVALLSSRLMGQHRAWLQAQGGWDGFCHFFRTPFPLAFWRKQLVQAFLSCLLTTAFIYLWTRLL
The depositor's hits bear a star; ? = inconclusive. Rule as the data show it, unless noted: active = inhibition above about 40%.

SMILES | Bim-Bcl-W | Bim-Bfl-1 | Bim-Mcl-1 | RGS7-Gao reg | Bcl-XL Bim block | RGS8-Gao | ABCB1 block | Bcl-2 Bim block | ABCG2 inh | RGS4-Gao reg | Bim-Bcl-B
Cc1ccc(-c2cc3nc(-c4ccc(Br)cc4)cc(N)n3n2)cc1 | -1 | -15 | -11 | 97 | -5 | 100 | -1.3 | -11 | -4 | 101 | -6
COc1cccc(C(=O)Nc2ccc(S(=O)(=O)Nc3cc(C)nc(C)n3)cc2)c1 | -1 | -11 | 0 | 104 | -3 | 107 | -0.2 | -4 | 1 | 106 | -3
CC(=O)NS(=O)(=O)c1ccc(NC(=O)CSc2ccc(Cl)cc2)cc1 | 3 | -5 | 0 | 104 | 0 | 105 | 0.3 | -1 | 0 | 100 | -2
CCOC(=O)C1CCN(Cc2ccc(N(C)C)cc2)CC1 | -3 | -7 | -5 | 100 | -6 | 102 | 0.9 | -3 | 1 | 102 | -6
O=C(Nc1cc(=O)[nH]c2ncnn12)c1ccc(Cl)cc1Cl | 1 | 1 | 3 | 104 | 0 | 103 | 0.3 | 1 | 1 | 105 | 2
O=C(COC(=O)c1ccco1)NCC1CCCO1 (stereo not drawn) | 0 | -2 | -1 | 98 | 2 | 101 | 1.7 | -1 | 6 | 101 | 1
O=C(CSc1nnc(-c2ccco2)o1)N1c2ccccc2CCc2ccccc21 | 0 | -16 | -1 | 101 | -6 | 101 | 1.0 | -9 | 8 | 100 | -9
CCOC(=O)[C@H]1NN=C(C(=O)OC)[C@@H]1c1ccccc1 | -2 | -1 | -3 | 102 | -3 | 103 | 1.5 | -2 | 7 | 95 | -5
CC(=C1C(=O)c2ccccc2C1=O)N1CCc2ccccc2C1 | 1 | 0 | -1 | 101 | -18 | 96 | -0.8 | -2 | -5 | 103 | 0
Cc1cnc(NC(=O)COc2cccc3c2OC(C)(C)C3)s1 | -2 | -1 | -1 | 102 | 1 | 104 | 0.4 | -1 | 2 | 102 | -2
Cc1ccc2c(c1)N(Cc1ccncc1)C(=O)C(C)O2 (stereo not drawn) | 0 | -7 | -1 | 98 | -4 | 92 | 0.8 | -3 | 11 | 99 | -4
COc1ccc(C(=O)C[n+]2ccc3c(c2)nc(-c2ccc(OC)cc2OC)n3C)cc1 | -2 | -1 | 0 | 97 | 0 | 97 | 0.7 | 1 | 4 | 98 | 0
CCN(CC)S(=O)(=O)c1ccc(C(=O)Nc2ccc3c(c2)OCO3)cc1 | -2 | -5 | 0 | ? | -4 | 102 | 0.5 | -5 | 14 | 99 | -3
NN1C(=O)c2cccc3c(C(=O)O)ccc(c23)C1=O | -1 | -6 | -1 | 98 | -6 | 100 | -0.7 | -4 | -17 | 99 | -5
CCOC(=O)N1CCN(CC(O)COc2ccccc2C(C)CC)CC1 (stereo not drawn) | 0 | -16 | -3 | 98 | -2 | 100 | 1.1 | -11 | 10 | 98 | -10
O=C(c1ccc(CS(=O)(=O)c2ccc(Br)cc2)o1)N1CCOCC1 | 0 | -11 | 0 | 96 | -3 | 102 | 0.0 | -6 | 0 | 100 | -6
Brc1cc(/C=N/n2cnnc2)oc1Br | -2 | -2 | 0 | 97 | 0 | 98 | -2.0 | -3 | -3 | 98 | -1
O=C(N/N=C/c1ccc(Cl)cc1)C1CC12CCC2 (stereo not drawn) | -3 | -6 | -3 | 95 | 0 | 99 | -0.8 | -6 | 32 | 97 | -3
CCOc1ccc(-c2noc(=O)[nH]2)cc1 | -5 | -12 | -5 | 100 | -12 | 103 | 1.0 | -7 | 16 | 104 | -5
O=C(/C=C/c1ccc(Cl)cc1)NCCc1ccccc1 | -5 | -13 | 0 | 103 | -7 | 102 | 0.3 | -3 | 10 | 103 | -5
Cn1c(Cc2cccc3ccccc23)nnc1SCc1ccc([N+](=O)[O-])cc1 | 17 | 28 | 19 | 104 | 28 | 94 | 1.9 | 22 | 54 | 104 | 14
COc1ccc(N2CCN(C(c3ccccc3OC)c3nnnn3Cc3ccco3)CC2)cc1 (stereo not drawn) | 0 | -11 | 0 | 98 | 3 | 100 | 0.8 | -8 | 2 | 100 | -7
O=C(COc1ccccc1)Nc1ccc(-c2nnc(-c3ccco3)o2)cc1 | 0 | -5 | 3 | 97 | 0 | 102 | -0.8 | 1 | -1 | 96 | 0
C=CCNCCCOc1ccc(C(C)(C)c2ccccc2)cc1 | 0 | 0 | -2 | 103 | -7 | 104 | 0.4 | 1 | 8 | 98 | 0
Cn1c(=O)n(C)c2cc(S(=O)(=O)Nc3cc(Cl)ccc3O)ccc21 | 0 | -2 | -1 | 107 | 0 | 105 | 0.4 | -2 | 3 | 104 | -9
COC(=O)c1ccc(CO/N=C2\CCCc3nonc32)cc1 | -4 | -6 | -2 | 97 | -6 | 97 | 1.0 | -7 | 7 | 100 | -6
O=C(O)CCc1ccc(-c2cccs2)n1NC(=O)c1ccc(Cl)cc1Cl | 3 | -7 | 3 | 101 | -6 | 100 | -0.1 | 0 | 0 | 105 | -2
N#CCCCN1C(=O)C(=C(C#N)C#N)c2ccccc21 | -3 | -7 | -2 | 100 | -4 | 102 | 0.4 | -7 | 3 | 101 | -5
CN1CCN(CC(=O)Nc2ccc(Oc3ccccc3)cc2)CC1 | -3 | 0 | 0 | 104 | 0 | 101 | 0.5 | 0 | 2 | 103 | -2
CC(C)CCn1nnnc1C(c1ccccc1F)N1CCC(C(N)=O)CC1 (stereo not drawn) | -3 | -3 | -6 | 98 | -4 | 97 | 0.3 | 0 | 8 | 96 | -6

Quoted from the listing (three entries):
SMILES | Bim-Bcl-W | Bim-Bfl-1 | Bim-Mcl-1 | RGS7-Gao reg | Bcl-XL Bim block | RGS8-Gao | ABCB1 block | Bcl-2 Bim block | ABCG2 inh | RGS4-Gao reg | Bim-Bcl-B
O=C(COc1ccccc1)Nc1ccc(-c2nnc(-c3ccco3)o2)cc1 | 0 | -5 | 3 | 97 | 0 | 102 | -0.8 | 1 | -1 | 96 | 0
C=CCNCCCOc1ccc(C(C)(C)c2ccccc2)cc1 | 0 | 0 | -2 | 103 | -7 | 104 | 0.4 | 1 | 8 | 98 | 0
Cn1c(=O)n(C)c2cc(S(=O)(=O)Nc3cc(Cl)ccc3O)ccc21 | 0 | -2 | -1 | 107 | 0 | 105 | 0.4 | -2 | 3 | 104 | -9

The list goes on:
SMILES | Bim-Bcl-W | Bim-Bfl-1 | Bim-Mcl-1 | RGS7-Gao reg | Bcl-XL Bim block | RGS8-Gao | ABCB1 block | Bcl-2 Bim block | ABCG2 inh | RGS4-Gao reg | Bim-Bcl-B
CCN1CCN(c2cc3nc(C)n(Cc4ccccc4)c(=O)c3cc2NC(=O)c2ccccc2F)CC1 | -2 | -6 | 0 | 100 | -1 | 102 | 1.2 | -5 | 4 | 100 | -1
CCCCN(CC)CCNC(=O)CCNC(=O)Cn1ccc2ccccc2c1=O | -2 | 1 | -4 | ? | -2 | 100 | 0.0 | -2 | 0 | 99 | -1
CN1CCN(c2ccc([N+](=O)[O-])cc2NC(=O)c2ccccc2Cl)CC1 | 0 | -2 | -7 | 103 | 0 | 98 | 0.8 | 1 | 4 | 102 | 0
O=C(O)c1ccc2c(c1)NC(=O)C(N1CCCC1)S2 (stereo not drawn) | -4 | -22 | -7 | 101 | -12 | 100 | 0.4 | -15 | 2 | 102 | -8
COc1cccc(C(=O)NCC2CCN(c3ccc(S(=O)(=O)N4CCOCC4)cc3)CC2)c1 | 1 | 2 | -1 | 121 | 1 | 103 | 0.4 | 6 | 0 | 139 | -1
CCOC(=O)CCC(=O)N(CCN(C(=O)CCC(=O)OCC)c1ccccc1)c1ccccc1 | -3 | -3 | -5 | 87 | -8 | 79 | 0.9 | -5 | 1 | 84 | -4
CCc1nc(SCC#N)c(C#N)cc1C | -1 | -3 | -2 | ? | -1 | 100 | 0.2 | -3 | 8 | 98 | -3
COc1ccc(S(=O)(=O)N2CCN(Cc3cccc(Cl)c3)CC2)cc1 | -1 | 0 | -3 | 99 | 0 | 110 | 0.7 | -4 | 2 | 101 | -1
Cc1ccc(Nc2cc(-n3nc(C)cc3C)ncn2)c(C)c1 | 3 | 0 | 5 | 102 | 4 | 101 | 0.4 | 4 | 3 | 103 | 1
O=C(NCc1ccc2c(c1)OCO2)C1(S(=O)(=O)c2ccccc2)CC1 | -6 | -1 | -2 | 99 | -4 | 101 | 0.3 | -6 | 0 | 99 | -6
Nc1nnc(Sc2ncccc2[N+](=O)[O-])s1 | -2 | -1 | 0 | 100 | 0 | 100 | 0.5 | -1 | 6 | 97 | -5
CNC(=O)C(=O)NCC1OCCN1S(=O)(=O)c1ccc([N+](=O)[O-])cc1 (stereo not drawn) | -3 | 0 | -5 | 100 | -2 | 101 | 0.2 | 1 | 0 | 101 | -6
CCN(CC)S(=O)(=O)c1ccc(OC)c(NC(=O)C(C)Oc2ccc3c(C)cc(=O)oc3c2)c1 (stereo not drawn) | -4 | -16 | 0 | 100 | -2 | 99 | 2.1 | -5 | 6 | 96 | -10
CC(=O)NNc1ccc(C(F)(F)F)cc1[N+](=O)[O-] | 3 | 3 | 3 | 102 | 1 | 98 | 0.4 | 3 | 3 | 101 | 2
c1coc(CNCc2cccs2)c1 | -6 | -4 | -2 | 91 | -8 | 92 | 0.0 | -1 | 1 | 88 | -9
CC(=O)C1=C(O)C(=O)N(CCc2c[nH]c3ccccc23)C1c1ccccc1 (stereo not drawn) | 3 | -6 | 7 | 102 | 0 | 100 | 0.4 | -4 | 1 | 102 | -4
CC(=O)c1ccc2c(c1)C1C=CCC1C(c1ccncc1)N2 (stereo not drawn) | 16 | 27 | 6 | 97 | 5 | 93 | 0.0 | 11 | 2 | 96 | 13
COc1ccc2c(=O)c(-c3ccccc3)c(C)oc2c1 | 2 | -8 | 0 | 101 | -2 | 103 | 0.9 | -4 | 5 | 101 | -6
COc1cccc2c(Cl)c(CCCl)c(C)nc12 | 2 | 0 | 0 | 97 | -2 | 101 | 0.2 | -3 | 20 | 98 | 2
O=C1CSC(c2ccccn2)N1c1ccc2ccccc2c1 (stereo not drawn) | 1 | -4 | -1 | 100 | -1 | 101 | 0.7 | -3 | 1 | 102 | 0
O=C(OCCN(C1=NS(=O)(=O)c2ccccc21)c1ccccc1Cl)c1ccc(Cl)cc1 | 1 | -12 | -4 | 100 | -6 | 103 | 0.8 | -12 | 3 | 103 | -12
O=C(Nc1cnn(Cc2ccc(F)cc2)c1)C(c1ccccc1)c1ccccc1 | -2 | -8 | -7 | 101 | -1 | 99 | 0.7 | -9 | 6 | 95 | -4
CC(C)N1C(=O)C2C(c3ccccc3O)NC(C)(C(=O)O)C2C1=O (stereo not drawn) | 2 | -11 | -2 | 101 | -6 | 101 | 0.8 | -9 | 5 | 101 | -7
c1ccc(-c2nc3cc4ccccc4cc3[nH]2)nc1 | 4 | -11 | 0 | 100 | -8 | 102 | 0.3 | -8 | 1 | 103 | -8
CCc1ccc(NCCC(=O)c2ccc(Cl)cc2)cc1 | 0 | -2 | -1 | 100 | 2 | 98 | 0.8 | 0 | 4 | 100 | -3
O=C(CN1CCN(c2ccccn2)CC1)NCc1cccs1 | 0 | -12 | 0 | 94 | -3 | 100 | -0.1 | -12 | 0 | 99 | -6
COc1cc(C2Nc3ccc4ncccc4c3C3=C2C(=O)CC(C)(C)C3)cc(OC)c1O (stereo not drawn) | 0 | 4 | 2 | 116 | 5 | 125 | 0.2 | 4 | 2 | 112 | -2
